# KKLEB cytotox: CF airway cell cytotoxicity counter-screen; KKLEB CF airway cells viability, ATPlite luminescence, overnight; hits give low values; cells stimulated with P. aeruginosa culture filtrate; activity change (cytotoxicity), % at 5 µM; actives 0.36% (n = 360,000); AID 602141;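 active = corrected activity change at or below -50% at 5 µM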
# SRC2 inh: inhibits human steroid receptor coactivator 2; Q15596; HEK293 GAL4-SRC2 luciferase reporter, luminescence; inhibition, % at 9 µM; actives 0.17% (n = 370,000); AID 651957;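 active = inhibition above the mean inhibition of all tested compounds plus 3 SD, set per campaign, cut at about 52% in these data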;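 note: 0% = DMSO treated cells and 100% = cells given Gossypol at 36 µM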
# NR5A2 inv ag: NR5A2 inverse agonism in reporter assay; AID 602396; actives 0.13% (n = 360,000); inhibition, % at 3.6 µM; HEK293T StAR-luciferase reporter, LRH-1 transfected, 24 h; O00482;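 active = inhibition above the mean inhibition of all tested compounds plus 3 SD, cut at about 73% in these data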;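 note: 0% = DMSO wells and 100% = reporter-only cells lacking LRH-1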
# Target sequence (O00482 whole entry, looked up): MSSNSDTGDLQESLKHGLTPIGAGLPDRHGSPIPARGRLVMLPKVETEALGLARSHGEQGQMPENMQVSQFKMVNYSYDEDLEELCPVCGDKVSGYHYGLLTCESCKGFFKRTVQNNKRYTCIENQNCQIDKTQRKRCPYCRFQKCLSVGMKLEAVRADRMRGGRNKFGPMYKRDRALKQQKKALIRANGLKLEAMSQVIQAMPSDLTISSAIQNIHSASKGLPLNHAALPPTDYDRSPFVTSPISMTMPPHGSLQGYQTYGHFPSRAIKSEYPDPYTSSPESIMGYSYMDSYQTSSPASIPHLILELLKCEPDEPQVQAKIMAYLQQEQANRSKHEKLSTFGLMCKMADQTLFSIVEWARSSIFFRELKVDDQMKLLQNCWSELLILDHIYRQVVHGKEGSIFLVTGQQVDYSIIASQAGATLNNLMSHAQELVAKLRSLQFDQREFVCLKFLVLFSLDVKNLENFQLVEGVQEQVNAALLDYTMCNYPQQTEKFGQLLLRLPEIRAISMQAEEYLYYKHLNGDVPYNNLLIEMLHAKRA
# COUP-TFII inh: NR2F2 (human) inhibition, primary screen; P24468; HEK293T NGFI-A luciferase reporter, luminescence; inhibition, % at 8.6 µM; actives 0.7% (n = 370,000); AID 686940;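 active = inhibition above a per-plate cutoff, mean inhibition of test wells between control levels plus 3 SD, cut at about 38% in these data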;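 note: cells cotransfected with COUP-TFII expression vector driving the NGFI-A reporter; 0% = median of COUP-TF2 test wells and 100% = reporter-only cells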
# Target sequence (P24468 whole entry, looked up): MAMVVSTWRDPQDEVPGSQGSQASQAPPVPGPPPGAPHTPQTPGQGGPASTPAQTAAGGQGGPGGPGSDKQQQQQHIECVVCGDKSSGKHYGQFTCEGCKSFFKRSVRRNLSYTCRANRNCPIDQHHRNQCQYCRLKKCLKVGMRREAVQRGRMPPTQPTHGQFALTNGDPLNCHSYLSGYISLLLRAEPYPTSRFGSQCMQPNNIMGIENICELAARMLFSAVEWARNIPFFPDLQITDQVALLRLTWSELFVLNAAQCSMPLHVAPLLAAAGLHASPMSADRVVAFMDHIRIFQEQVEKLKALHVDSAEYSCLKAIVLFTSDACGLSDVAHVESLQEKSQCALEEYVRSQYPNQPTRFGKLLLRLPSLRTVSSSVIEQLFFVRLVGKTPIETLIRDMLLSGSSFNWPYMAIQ
# CF NFkB inh: blocks PAF-induced NF-kB reporter in cystic fibrosis cells | KKLEB NF-kB-GFP reporter, GFP fluorescence overnight | inhibition, % at 5 µM | actives 0.86% (n = 360,000);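 active = at least 50% inhibition at 5 µM, scaled per plate between neutral and stimulator controls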;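 note: PAF is a Pseudomonas aeruginosa culture filtrate used as stimulus; plate controls were PAF-stimulated DMSO wells for no effect and unstimulated DMSO wells for full effect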
# LMP1 NFkB inh: reduces LMP1-driven NF-kappaB luciferase signal. LMP1-induced NF-kappaB luciferase reporter cells, luminescence. inhibition, % at 12.5 µM. actives 0.69% (n = 350,000). AID 504558; in the data active = inhibition above about 41%;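 note: 0% = neutral control wells and 100% = reference inhibitor control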
# TROY signal inh: blocks TROY-dependent signaling in reporter cells | Q293 LMP1-TROYcd NF-kB luciferase reporter, 4 h | inhibition, % at 10 µM | actives 0.98% (n = 360,000) | AID 1347056;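 active = compounds whose plate-normalised and pattern-corrected inhibition of the luciferase reporter signal at the single screening dose is 50% or more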
# SRC1 inh: human NCOA1 inhibition. Q15788. HEK293 GAL4-SRC1 luciferase reporter, luminescence. inhibition, % at 3.6 µM. actives 0.12% (n = 360,000);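 active = inhibition above the campaign mean plus 3 SD, with each screening campaign given its own cutoff, cut at about 60% in these data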;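 note: 0% = DMSO treated cells and 100% = gossypol at 36 µM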
# NCOA3 inh: inhibits human SRC3 coactivator; Q9Y6Q9; inhibition, % at 3.6 µM; AID 588352; HEK293 GAL4-SRC3 luciferase reporter, luminescence; actives 0.17% (n = 360,000);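 active = inhibition above a per-campaign cutoff, the mean of all compounds plus 3 SD, cut at about 60% in these data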;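 note: 0% = DMSO-treated cells and 100% = gossypol-treated cells at 36 µM; higher means less SRC3-driven luciferase light from the GAL4 reporter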
# TWEAK-Fn14 inh: blocks TWEAK-Fn14 interaction in a reporter cell assay. TWEAK-stimulated Fn14 reporter cells, luciferase luminescence, 8 h. inhibition, % at 10 µM. actives 2% (n = 360,000). AID 1159606; in the data active = inhibition above about 50%
# C8 TRAIL sens: caspase-8 TRAIL sensitization. NB7+C8 cells + TRAIL, ATPlite viability luminescence. inhibition (viability loss, TRAIL sensitization), % at 10 µM. actives 1% (n = 360,000);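 active = compounds causing at least 50% loss of cell viability in the single-dose screen, relative to plate controls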
# Starred values were filed as active, the others as inactive; . = not tested or not shown. No enrichment for hits; about 4.2% have a hit in one of these screens.
# Every second line gives: COUP-TFII inh, SRC2 inh, TROY signal inh, KKLEB cytotox, NR5A2 inv ag, TWEAK-Fn14 inh, LMP1 NFkB inh, NCOA3 inh, C8 TRAIL sens, SRC1 inh, CF NFkB inh
1) O=C(CN1CCS(=O)(=O)CC1)N/N=C/c1cccc(C(F)(F)F)c1
    11.1, 2.5, 7.9, 14.4, 4.7, 0.1, 0.9, -18.3, -12.0, 11.8, -22.3
2) CCCC/C(O)=C1\C(=O)CCCC1=NCCc1c(C)[nH]c2ccc(OC)cc12
    -5.6, 3.6, 8.6, -3.4, -11.9, -8.3, 2.5, 14.4, -0.6, 11.8, 18.6
3) CCCc1c(C(=O)Nc2ccc(F)cc2C)cnn1-c1ccccc1
    -2.9, -8.8, 6.6, 6.3, 32.8, -8.8, 28.9, 23.6, -0.5, -15.9, 9.9
4) CN1C(=O)N(C)C2CC1N(C)C(=O)N2C
    -11.5, 8.6, -19.0, 4.1, -1.0, 13.1, -3.3, -0.2, -2.4, -1.0, 17.7
5) Cc1cc(C(=O)N/N=C/c2ccc(C)o2)c2ccccc2n1
    22.6, 1.6, 20.7, -12.7, 29.3, 14.3, 6.4, 15.1, 23.3, -13.6, 32.2
6) O=C(CCS(=O)(=O)c1cc2c(cc1Cl)NC(=O)CO2)NCc1ccc(F)cc1
    15.8, 3.7, 16.0, 17.6, -12.4, -12.5, 6.2, -2.5, -17.3, -3.3, -6.7
7) FC(F)(F)c1cc(N2CCN(Cc3ccccc3)CC2)c2ccccc2n1
    -21.1, 12.1, -20.2, 7.2, -5.3, -14.3, 1.4, 17.5, 1.0, 17.2, -4.0
8) O=C(CSCc1ccccc1)N=Nc1c(O)[nH]c2ccccc12
    -19.1, -46.7, -54.8, 0.2, -57.0, -45.0, -6.0, -20.3, 4.3, -29.6, -3.7
9) Cc1ccsc1/C=N/n1c(=S)[nH]nc(C)c1=O
    2.0, -10.6, 3.7, 21.5, -6.3, -8.3, 2.2, -21.6, 9.1, -29.3, -15.7
10) NC(=S)N/N=C/c1coc2ccc(O)cc2c1=O
    14.5, 18.9, 15.3, 1.2, -10.4, 9.6, -0.6, 6.0, -6.1, 0.5, 15.4
11) CC(C)Oc1ccc(S(=O)(=O)N2CCCCC2)cc1NC(=O)C1CSC2(C)CCC(=O)N12 (stereo not drawn)
    -17.7, -4.9, 0.3, -10.2, 26.9, -18.5, 0.2, 12.7, -4.5, 6.9, 5.8
12) COCCn1c(SCC(=O)N2CCCCC2)nc2cccnc21
    -5.0, 4.6, -9.5, 7.8, -1.7, 8.0, -5.8, 9.6, 3.6, 1.4, 1.0
13) Cc1cc(=O)[nH]c2ccc(Cl)cc12
    -20.3, -13.0, 13.7, -5.6, 6.0, 10.6, -0.1, -21.1, -8.1, -14.4, 5.9
14) CC(C)(C)OCC(O)CN1CCN(C(=O)c2ccccc2)CC1 (stereo not drawn)
    0.3, -1.4, 6.6, 6.7, 4.1, -13.3, 2.9, 3.1, -3.1, -12.2, 2.2
15) CCOc1ccc2nc(N3CCCC(C(=O)NCCCN4C(C)CCCC4C)C3)sc2c1 (stereo not drawn)
    -36.9, -11.2, -14.4, -7.0, -11.6, -18.9, -24.5, -28.7, 15.2, -52.6, 11.5
16) COc1ccc(Nc2ccc([N+](=O)[O-])cn2)cn1
    -16.7, -0.8, -11.6, 6.0, 4.1, -25.1, -1.5, -7.9, 4.3, -15.3, -26.0
17) CCOCCCN1CC(C(=O)NCc2ccc3c(c2)OCO3)CC1=O (stereo not drawn)
    -8.0, -11.4, -11.5, -4.6, 6.7, 37.0, -3.7, 12.6, -4.2, -1.2, -11.8
18) N=c1c(S(=O)(=O)c2ccc(Cl)cc2)cc2c(=O)n3ccccc3nc2n1CCN1CCOCC1
    9.8, 15.8, 11.4, -5.7, -7.2, -15.1, 7.1, -8.1, -9.4, -9.6, -16.0
19) COC(=O)c1ccc(NC(=O)CNC(=O)C2CCCCC2)c(C)c1
    4.5, -32.1, 1.9, -1.7, -12.9, -1.8, -11.3, 7.3, -5.0, 1.1, -6.5
20) Cc1nn2c3c(cnc2c1-c1ccccc1)C(=O)CCC3
    -10.8, 7.6, -69.4, -5.7, -21.9, 15.3, -6.6, -14.8, 35.2, -16.5, 11.1
21) C/C(=N/NC(=O)CNS(=O)(=O)c1ccccc1)c1ccc(Br)cc1
    -5.9, -26.3, -20.8, 7.5, -0.1, 2.9, -16.6, -10.4, 15.8, -14.8, -2.5
22) O=C(c1cc(-c2ccccc2)n[nH]1)N1CCc2c([nH]c3ccccc23)C1c1ccccn1 (stereo not drawn)
    1.5, -14.2, 41.4, -15.2, -4.7, 59.2*, 5.0, 11.0, -6.8, 4.0, 24.7
23) Cn1nnnc1SCc1ccccc1[N+](=O)[O-]
    2.0, -15.9, 4.5, -4.4, -9.1, -1.4, 0.4, -16.7, -9.9, -9.6, -12.7
24) OCC[C@@H]1C[C@@H](O)[C@H](O)[C@@]2(CCCc3ccccc3O2)O1
    -6.4, -3.1, 6.2, -26.2, -8.5, 9.2, -0.8, 0.1, -3.6, 0.6, -8.5
25) CC(CC(=O)Nc1ccc(Cl)c(S(=O)(=O)N2CCOCC2)c1)c1ccccc1 (stereo not drawn)
    63.0*, 29.1, 33.9, 6.7, 22.1, 37.0, 19.3, 17.5, 10.7, 28.7, -15.3
26) Oc1[nH]c2ccccc2c1/C=N/c1nccs1
    -26.9, -42.3, -45.7, 2.5, -28.3, -39.8, -35.9, -24.7, 7.6, -43.3, -3.6
27) Cc1ccc(S(=O)(=O)N2CCCCC2)cc1NC(=O)c1ccc2c(c1)OCO2
    -2.9, 0.6, -1.5, 2.9, -1.3, 1.7, 1.1, -17.2, -9.7, 5.6, 10.7
28) COc1ccc(CNC(=O)CN(CC2CCCO2)C(=O)CNS(=O)(=O)c2ccc(C)cc2)cc1 (stereo not drawn)
    13.7, -7.5, -14.1, 2.3, 2.5, 3.9, -7.5, 18.0, -17.0, -23.4, 0.7
29) CCCn1c(N2CCN(CC(=O)c3c[nH]c4ccccc34)CC2)nc2c1c(=O)[nH]c(=O)n2C
    18.9, -45.9, 2.2, -12.4, 0.1, 16.2, 6.5, -5.2, -3.2, -26.4, 22.1
30) CO/N=C/C(C#N)=C/c1ccc(OC)c(OC)c1
    9.2, -11.1, -15.0, -2.2, -5.0, -22.4, -0.2, -7.3, 4.3, -10.3, 1.1
31) CCC(=O)N1CCc2cc(S(=O)(=O)NC(C(=O)NCc3ccccc3)C(C)C)ccc21 (stereo not drawn)
    -11.7, -22.8, -7.2, -0.8, 13.2, -10.3, 5.4, 2.0, 0.0, -1.3, -2.7
32) CN(Cc1ccc(Cl)cc1)C(=O)c1ccccc1SCC(=O)N1CCCC1
    3.8, 8.5, 1.3, 5.2, -29.2, 4.7, -3.6, 5.1, 5.1, 0.6, -4.9
33) CC(C)C[C@@H](COCc1ccc([N+](=O)[O-])cc1)N1CCN(C(=O)c2ccc(C(F)(F)F)cc2)CCC1=O
    4.8, -35.9, -4.9, ., 0.7, -7.5, ., ., 4.3, ., .
34) C(=C\c1ccccc1)/CN1CCN(C(c2nnnn2C2CCCCC2)C2CC2)CC1 (stereo not drawn)
    19.9, 19.4, 1.5, 6.1, 9.9, 19.3, ., -0.7, 0.2, 5.0, -29.1
35) COCCCN1C(=O)C(CC(=O)NCc2cccc3ccccc23)CC(C(=O)N2CCOCC2)=C1C (stereo not drawn)
    -5.3, 3.4, -4.3, -6.5, -1.6, -14.2, ., 5.4, 1.3, -31.1, -17.6
36) O=S1(=O)CCN(Cc2ccncc2)CC1
    -1.5, -12.0, 1.9, 1.1, 8.1, -0.4, 4.7, -1.7, -5.0, 5.6, 23.4
37) COc1cc2c(cc1OC)CN(C(=O)c1cccc(S(=O)(=O)N(C)C)c1)CC2
    -17.9, -9.1, 4.4, -1.5, 3.0, 15.9, -3.7, 0.2, 14.5, 5.8, 5.7
38) Cc1nc(Nc2ccc(Br)cc2Br)c([N+](=O)[O-])c(=O)[nH]1
    -10.8, -2.4, -1.1, 6.4, -3.5, -18.6, -5.6, 1.7, -34.9, 4.4, -2.2
39) COCCN1CC(C(=O)NCCc2nc(C)c(C)s2)CCC1=O (stereo not drawn)
    1.6, -7.0, -13.6, 1.4, 7.4, 0.4, -8.0, 3.0, -8.4, -27.2, 12.9
40) Cn1cccc1C(=O)NC(=O)COC(=O)CNC(=O)CNC(=O)c1ccc(Cl)cc1Cl
    17.0, 10.2, -3.2, -10.9, -2.6, 35.5, 30.2, 12.1, 4.0, 2.9, 8.6
41) COc1ccc(-c2nc3ccc(Cl)cn3c2NC2CCCCC2)cc1SC1CCCCC1
    -22.2, 8.9, -1.7, -14.9, -8.4, 9.2, 37.0, -7.4, 31.4, -7.0, 31.0
42) CCCCN(C)C(=O)c1cc2c(s1)-c1ccccc1S(=O)(=O)C2
    -11.9, -8.8, -26.1, -0.6, 7.8, -8.4, -3.5, 1.9, -11.0, -30.0, 4.6
43) COc1cc(NC(=O)CSCC(=O)Nc2cccc(C(F)(F)F)c2)c(Cl)cc1Cl
    -9.6, 38.1, 14.1, -28.0, 4.6, -4.1, -20.5, 19.5, -18.1, -0.9, -24.8
44) COc1cccc(C(C(=O)NCC2CCCO2)N(C(=O)Cn2nnc3ccccc32)c2ccc(NC(C)=O)cc2)c1 (stereo not drawn)
    10.7, -12.1, 5.1, 7.2, 13.1, 5.0, -3.3, -4.9, -3.0, -9.9, -2.2
45) COc1ccc(Nc2nc(N)c(C(=O)c3ccc(OC)cc3)s2)cc1
    5.3, -44.8, 2.3, -2.0, 17.5, 31.5, -4.9, -4.0, 13.2, 5.7, 52.9*
46) CC(CC(=O)Nc1cccnc1)c1ccccc1 (stereo not drawn)
    13.1, -26.2, 5.7, 5.5, -10.3, 8.7, -0.8, 12.2, -6.8, 11.7, 2.2
47) O=C(O)c1ccccc1C=NN1CCCCCC1
    11.2, 51.5, -17.9, 15.3, -31.1, -11.2, -2.3, -1.0, -19.6, 2.3, -15.2
48) Cc1cccc(NC(=O)COC(=O)c2ccc(C)c(S(=O)(=O)N3CCCCC3)c2)c1
    7.5, 10.4, 12.3, 3.7, 1.7, 1.8, 1.0, -28.2, 8.2, 2.8, -11.1
49) Cc1ccc(NC(=S)N(C)C)cc1C
    -3.2, 15.6, 0.6, 5.0, 8.3, -2.0, 7.1, 11.1, -9.5, -4.3, -6.9
50) O=C(Nc1ccc(F)cc1)c1ccc2c(=O)n3c(nc2c1)CCCCC3
    -34.6, -40.7, -43.3, 4.4, -121.4, -16.8, -26.8, -63.1, 37.2, -79.6, 18.6
51) O=C1CC(C(=O)N2CCN(c3ccccc3O)CC2)CN1Cc1ccccc1 (stereo not drawn)
    12.3, 6.4, -3.8, -7.3, -12.4, 2.4, -5.3, -15.6, -0.1, -3.6, 0.4
52) CCN(C(=O)c1cc(S(=O)(=O)N2CCCC2)ccc1C)C1CCS(=O)(=O)C1 (stereo not drawn)
    10.3, -8.1, -25.5, 12.2, 2.1, -8.4, -0.3, -4.2, -23.5, -11.4, -14.3

# Arranged by value in SRC1 inh (lowest first): some entries from above
no. | mol | SRC1 inh
29 | CCCn1c(N2CCN(CC(=O)c3c[nH]c4ccccc34)CC2)nc2c1c(=O)[nH]c(=O)n2C | -26.4
36 | O=S1(=O)CCN(Cc2ccncc2)CC1 | 5.6
7 | FC(F)(F)c1cc(N2CCN(Cc3ccccc3)CC2)c2ccccc2n1 | 17.2
